Screening results (PubChem BioAssay)
KDM5B inh: blocks human KDM5B histone demethylase activity | KDM5B demethylase, FDH-coupled NADH fluorescence (FDH is formaldehyde dehydrogenase) | Potency, µM (doses to about 57.7 µM), inactives show top-dose activity change, negative = inhibition, most hits filed as inhibitors | Q9UGL1 | hit rate 2.6% among 220,000; active = well fitted inhibition curve with a large enough effect; inconclusive = small, poorly fitted or top-dose-only effect; inactive = no such curve, though single readings can be large or run the other way; also: 0% is about no effect; nearly all actives have a fitted effect of over 70% in size
Target sequence (Q9UGL1 whole entry, looked up): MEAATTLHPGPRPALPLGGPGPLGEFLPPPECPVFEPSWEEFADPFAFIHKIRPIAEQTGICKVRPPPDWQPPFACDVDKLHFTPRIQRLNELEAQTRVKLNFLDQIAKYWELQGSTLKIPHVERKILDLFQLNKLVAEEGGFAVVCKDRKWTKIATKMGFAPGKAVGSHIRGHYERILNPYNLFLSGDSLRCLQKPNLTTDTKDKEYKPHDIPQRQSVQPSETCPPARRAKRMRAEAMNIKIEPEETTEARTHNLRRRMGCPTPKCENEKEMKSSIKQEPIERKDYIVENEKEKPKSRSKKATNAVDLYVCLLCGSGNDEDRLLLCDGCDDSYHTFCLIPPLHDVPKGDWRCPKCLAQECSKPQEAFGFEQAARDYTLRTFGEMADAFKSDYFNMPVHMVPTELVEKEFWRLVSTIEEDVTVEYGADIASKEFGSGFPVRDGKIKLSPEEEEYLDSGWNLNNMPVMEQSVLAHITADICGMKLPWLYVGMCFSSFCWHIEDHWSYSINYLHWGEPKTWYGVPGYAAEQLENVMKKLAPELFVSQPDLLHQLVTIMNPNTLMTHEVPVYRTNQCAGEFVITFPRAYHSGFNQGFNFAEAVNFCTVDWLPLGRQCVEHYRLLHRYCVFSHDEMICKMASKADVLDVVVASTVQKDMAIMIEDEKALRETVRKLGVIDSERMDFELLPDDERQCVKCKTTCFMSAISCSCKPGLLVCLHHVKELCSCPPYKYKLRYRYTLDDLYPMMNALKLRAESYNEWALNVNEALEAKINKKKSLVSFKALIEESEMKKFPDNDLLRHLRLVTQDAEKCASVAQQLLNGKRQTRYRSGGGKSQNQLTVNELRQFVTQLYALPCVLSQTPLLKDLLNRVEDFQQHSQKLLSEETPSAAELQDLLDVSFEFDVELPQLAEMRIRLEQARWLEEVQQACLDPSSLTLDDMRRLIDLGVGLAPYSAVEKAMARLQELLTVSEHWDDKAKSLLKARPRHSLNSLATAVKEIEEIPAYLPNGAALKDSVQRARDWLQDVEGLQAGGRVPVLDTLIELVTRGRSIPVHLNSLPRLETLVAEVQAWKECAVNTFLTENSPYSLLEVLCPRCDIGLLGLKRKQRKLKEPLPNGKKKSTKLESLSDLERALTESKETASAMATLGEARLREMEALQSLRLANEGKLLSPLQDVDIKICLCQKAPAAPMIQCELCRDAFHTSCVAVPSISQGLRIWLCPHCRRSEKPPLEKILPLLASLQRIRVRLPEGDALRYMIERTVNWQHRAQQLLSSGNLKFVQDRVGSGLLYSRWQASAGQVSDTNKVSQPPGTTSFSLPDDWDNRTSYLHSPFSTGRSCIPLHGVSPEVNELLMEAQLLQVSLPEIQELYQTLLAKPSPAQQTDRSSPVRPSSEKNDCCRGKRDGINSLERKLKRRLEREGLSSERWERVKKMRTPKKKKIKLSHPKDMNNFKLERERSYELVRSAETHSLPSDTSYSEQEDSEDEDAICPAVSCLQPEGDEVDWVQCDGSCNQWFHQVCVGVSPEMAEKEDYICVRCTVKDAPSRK
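Coupled FDH/NAD⁺ fluorescence readout. KDM5BΔAP 200 nM final; compound titration, 10 min RT preincubation; substrate mix 12.5 µM H3K4me3, 25 µM 2-OG, 50 µM Fe(II), 100 µM ascorbate, 0.25 mM NAD⁺, 0.25 U/mL FDH; ΔRFU over 30 min.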
Starred values were filed as active, the others as inactive; ? = inconclusive; & = joins results of further samples; [ ] = another dose, or the depositor's remark. Potency is read from the fitted curve at half-maximal effect. Some of the compounds tested; the hit share may differ from the screen's.

KDM5B inh,structure
11.5%,CC(CNC(=O)C1CCN(C(=O)c2cc3sccc3n2C)CC1)c1ccccc1 (stereo not given)
-19.6%,O=C(c1cccc(Cl)c1)N1CCn2c(nn(-c3ccncc3)c2=O)C1
16.6%,CCCn1c(CN(Cc2ccccc2)Cc2ccccc2)nc2c1c(=O)[nH]c(=O)n2C
10.4%,N#Cc1ccc(NS(=O)(=O)c2ccc(S(=O)(=O)N3CCCC3)cc2)cc1
0.6%[86.2 µM],Oc1ccccc1CN1CCOC[C@H]1c1ncc(-c2cccc(Cl)c2)[nH]1
-9.5%,Cc1ccc(NC(=O)Cn2c(=O)n(CCCCC(=O)NCCc3ccccc3)c(=O)c3ccccc32)cc1
-17.6%,COc1ccc(Cl)cc1NC(=O)c1oc2ccc(S(=O)(=O)N3CCCCC3)cc2c1C
25.8%[86.2 µM],CCS[C@H]1CCN2C(=O)c3cc(-c4ccccc4F)ccc3NC(=O)[C@H]12
-7.4%,CN(CC(=O)Nc1cccc(F)c1)C(=O)CCc1ncc(-c2ccccc2)o1
-6.5%,Cn1ccc(C(=O)N2CCCC(CCc3ccccc3C(F)(F)F)C2)n1 (stereo not given)
-25.3%[115 µM],O=C(O)[C@H](Cn1ccc(=O)[nH]c1=O)NC1CCC1
?,COc1ccc(N2CCN(C(=O)c3cn(C4CCCCC4)c(=O)c4c3c3ccccc3n4C)CC2)cc1
?,Cc1cc(NCc2ccccn2)n2ncc(-c3ccc(Cl)cc3)c2n1
12.2%,CCOC(=O)CC(NC(=O)Cn1nnc(-c2ccccc2C)n1)c1ccc(OC)cc1 (stereo not given)
-39.5%,CC(C)(Oc1ccc(Cl)cc1)C(=O)Nc1ccc2oc(-c3ccncc3)nc2c1
11.3%,O=C(Cc1cccc2ccccc12)NNC(=O)Nc1ccc(Cl)cc1
-26.7%,CCCc1[nH]nc2c1C(c1ccc(OC)c(OC)c1)C(C#N)=C(N)O2 (stereo not given)
-0.4%,O=C(c1ccc2c(c1)N(Cc1cccc(Cl)c1)C(=O)c1ccccc1S2)N1CCOCC1
-16.2%,O=C(CCNc1nc(Cl)nc2nc[nH]c12)NC1CC1
2.8%,CC(CNC(=O)c1noc(-c2ccc(F)cc2)n1)c1ccccc1 (stereo not given)

Taken from above.
`Cn1ccc(C(=O)N2CCCC(CCc3ccccc3C(F)(F)F)C2)n1` (stereo not given) | KDM5B inh = -6.5%
`CCCc1[nH]nc2c1C(c1ccc(OC)c(OC)c1)C(C#N)=C(N)O2` (stereo not given) | KDM5B inh = -26.7%
`CCCn1c(CN(Cc2ccccc2)Cc2ccccc2)nc2c1c(=O)[nH]c(=O)n2C` | KDM5B inh = 16.6%

Later entries:
KDM5B inh,structure
-23.0%,O=C1CC(c2ccccc2)N(C(=O)CNC(=O)CN2CCCCCC2)CCCCCN1 (stereo not given)
-13.7%,CCOc1ccccc1Nc1nc2ccccc2c2nncn12
-12.8%[149 µM],Cc1cc(C(=O)NCc2cccs2)c2c(C3CCNC3)noc2n1 (stereo not given)
7.4%,COc1ccc(OC)c(/C=C(\C)C(=O)c2c(C)cc(C)[nH]c2=O)c1
15.5%,O=C(NC(c1ccc(Cl)cc1)c1cccnc1)c1ccccc1 (stereo not given)
-2.1%,COCc1ccc2c(c1)c(OC(C)(C)C(=O)NCc1cnccn1)nn2Cc1cccc(OC)c1
?,O=C(NCC1Cn2cccc2CN1Cc1cccnc1)Nc1ccccc1 (stereo not given)
39.5%,C[C@]12CS(=O)(=O)C[C@H]1SC(=S)N2c1ccccc1
-5.7%,O=C(NCCC1CCN(C(=O)Nc2ccc(F)cc2F)CC1)c1ccco1
-7.2%,CC(C)CC(=O)N1C[C@@H]2CCCN3CCC[C@@H]([C@H]23)[C@H]1CCCC(=O)NCC1CC1
-12.5%,N#Cc1ccc(NCc2cc(Br)ccc2F)cc1
-14.1%,O=C(N/C(=C\c1cccnc1)C(=O)N1CCC(O)CC1)c1ccccc1
29.5%,O=c1oc2ccccc2c(NCc2ccccc2)c1NS(=O)(=O)c1ccccc1F
-7.3%,Cc1cccc(NC(=O)CSc2nc3c([nH]c4ccccc43)c(=O)n2C)c1C
-24.3%,COCCC(=O)N1CCC2(CC1)NCCc1c2[nH]c2ccccc12
?,CCOc1ccc(-n2cc(-c3ccccc3)c3c(NCc4ccccc4)ncnc32)cc1
-5.8%,O=C(CN(C(=O)c1csnn1)c1ccc(Cl)cc1)NCc1ccc2c(c1)OCO2
-2.9%,COc1ccc(Oc2coc3cc(OCc4ccccc4)ccc3c2=O)cc1
-24.4%,OC(CCc1ccccc1)C1CCN(Cc2nc(-c3ccccn3)no2)CC1 (stereo not given)
3.4%,Cc1ccc(C(=O)NCC(C)NC(=O)c2ccc(C)c(C)c2)cc1C (stereo not given)

Six entries drawn at random from those above, as already listed:
KDM5B inh,structure
?,CCOc1ccc(-n2cc(-c3ccccc3)c3c(NCc4ccccc4)ncnc32)cc1
3.4%,Cc1ccc(C(=O)NCC(C)NC(=O)c2ccc(C)c(C)c2)cc1C (stereo not given)
-24.3%,COCCC(=O)N1CCC2(CC1)NCCc1c2[nH]c2ccccc12
-7.3%,Cc1cccc(NC(=O)CSc2nc3c([nH]c4ccccc43)c(=O)n2C)c1C
-2.1%,COCc1ccc2c(c1)c(OC(C)(C)C(=O)NCc1cnccn1)nn2Cc1cccc(OC)c1
-7.2%,CC(C)CC(=O)N1C[C@@H]2CCCN3CCC[C@@H]([C@H]23)[C@H]1CCCC(=O)NCC1CC1

The list continues:
KDM5B inh,structure
-5.0%,COc1ccc(S(=O)(=O)NC(C)C(=O)NCc2ccccn2)cc1OC (stereo not given)
-12.5%&4.8%,O=C(C1COc2ccccc2O1)N(Cc1cccnc1)c1nc2ccc(F)cc2s1 (stereo not given)
2.9%,Cc1ccc(C(=O)CCC(=O)Nc2ccc(C)cc2C)cc1
4.9%,COc1ccc(NC(=O)CN2C(=O)CCc3cc(S(=O)(=O)N4CCOCC4)ccc32)cc1Cl
-25.0%,CN(C)c1ccc(CNS(=O)(=O)c2csc(C(N)=O)c2)cc1
-0.7%,CCNC(=O)N1CCC2(CC1)N(C)C(=O)CS2=O (stereo not given)
2.1%&-22.2%,Cc1cn2c(=O)cc(COC(=O)C(C)Oc3ccccc3)nc2s1 (stereo not given)
-12.3%[86.2 µM],CC1(C)C[C@H](NC(=O)c2ccccc2)[C@@]2(CCC(=O)NC3CC3)CC[C@](C)(O)C[C@@H]12
-1.4%,CCOC(=O)N1CCN(Cc2nc3cc(NC(=O)c4ccc(F)cc4)ccc3n2C(C)C)CC1
-5.5%,Cc1c(Cl)ccc2sc(NC(=O)c3ccc(S(=O)(=O)N4CCCC4)cc3)nc12
-19.6%[86.2 µM],CN1CCN(Cc2nc(C3(O)CCN(C(=O)Cc4ccccc4)CC3)cs2)CC1
-17.8%[86.2 µM],COc1ccc([C@H]2C[C@@H](O)[C@@H](O)[C@@H]2NC(=O)c2ccc(C(F)(F)F)cc2)cc1
2.4%,COC[C@@H]1CN(Cc2ccc(C#N)cc2)C[C@H]1C(=O)NC1CC1
14.0%,O=C(Cn1c(=O)n(-c2ccc(F)cc2)c(=O)c2sccc21)NC1CCCCC1
-20.3%,COc1ccc(C2CC(=O)c3cnc4c(-c5ccccc5)c(C)nn4c3C2)c(OC)c1 (stereo not given)
-35.7%[86.2 µM],CN1C(=O)C2(CCN(CC3CCCCC3)C2)c2ccccc21 (stereo not given)
10.4%,CCOC(=O)c1nc2ccccc2nc1NCc1cccc(OC)c1
-5.5%,CCOC(=O)c1oc2cc(OS(C)(=O)=O)ccc2c(=O)c1-c1ccccc1OC
-12.5%,CCc1cccc(NS(=O)(=O)c2ccc3c(c2)n(C)c(=O)c(=O)n3C)c1
16.3%,Cc1ccsc1CN1CCc2nc(N(C)Cc3cccnc3)[nH]c(=O)c2CC1
-21.7%,C=CCNC(=O)N1CCc2[nH]c3ccc(F)cc3c2C1
8.1%,O=C(NCCc1c[nH]c2ccccc12)c1cc(F)ccc1F
2.1%,CNC(=O)[C@@H]1CN(C(=O)Cc2ccc(OC)c(OC)c2)C[C@H]1COC
?,CCOC(=O)c1c(NC(=O)C(=O)NCc2ccco2)sc2c1CC(C)(C)OC2
?,COc1ccc(/C(O)=C/C(=O)C(=O)NNC(=O)c2ccccc2)cc1
20.8%,Cc1cc(C=O)c(C)n1C
17.5%,Cc1ccc2c(C=O)c(C)[nH]c2c1
19.2%,CN(CCOC(=O)c1ccc2c(c1)OCO2)C(C)(C)C
-56.7%,Cc1ccc(OCCSc2nc3ccc(NC(=O)c4ccco4)cc3s2)cc1
12.5%,CCCCCc1ccc(/C=C/C(=O)O)cc1
-9.0%,CNC(=O)[C@@H]1CN(S(=O)(=O)c2cc(F)ccc2C)C[C@H]1C1CCN(C)CC1
6.6%,CCNCc1cccc(Oc2nnnn2-c2ccccc2)c1
-18.3%,CCNC(=O)[C@@H]1C[C@H](NC(=O)c2ccn(CC)n2)CN1C1CCOCC1
?,CCN(CC)c1ccc(NC(=O)COCc2cc(-c3ccc4c(c3)OCO4)on2)c(C)c1
-0.5%,O=C(NCCc1ccncc1)C1CN(C(=O)CCc2ccccc2)CC12CCOCC2 (stereo not given)
-14.5%,Cc1cccc(-c2ocnc2C(=O)Nc2cccc(Cl)c2C)c1
-26.6%,Cc1cccc(NC(=O)NC2CC(=O)N(c3ccc4c(c3)OCCO4)C2)n1 (stereo not given)
34.3%,CC(C)CNC(=O)N1CCC2(CC1)CC(N(C(=O)c1ccccc1)C1CC1)CCO2 (stereo not given)
-55.8%,O=C(NCCc1ccc(Cl)cc1)C(=O)NCC(c1ccco1)S(=O)(=O)c1ccccc1 (stereo not given)
10.4%,Cc1ccc(C(=O)OCC(=O)NCc2ccc3c(c2)OCO3)cc1F
11.1%,CCOc1ccc(-n2ccnc2)nn1
-10.0%,CCCn1nc(C(=O)N2CCC(C(=O)OC)CC2)c2ccccc2c1=O
-4.2%,CCOc1cc(C)c(S(=O)(=O)NCC(C)O)cc1C (stereo not given)
-12.3%,O=C(c1ccc(Cl)nc1)N1CCn2c(nn(-c3ccc(F)cc3)c2=O)C1
8.0%,CCOCCCNc1nc(-c2ccc3[nH]c(=O)[nH]c3c2)cs1
0.3%,CCOc1ccccc1CNC(=O)c1ccc(CS(=O)c2ccc(OC)cc2)o1 (stereo not given)
-13.3%,CCNC(=O)N1CCC(Cc2ccc(C(=O)NCCN3CCCCC3)cc2)CC1
-193.5%,Cc1ccc(C)c(-n2c3nc(=O)[nH]c(=O)c-3cc3c(C)nn(-c4ccccc4)c32)c1
?,CCCn1c(-c2cc(OC)c(OC)c(OC)c2)nc2c1c(=O)[nH]c(=O)n2Cc1ccccc1
-23.2%,Cc1ccc(N2C(=O)CCSC23C(=O)N(Cc2ccc(F)cc2)c2ccccc23)cc1 (stereo not given)
?,CC(C)(O)C#Cc1ccc(-c2nccn2-c2cccc(-n3cncn3)c2)cc1
-5.2%,Cc1cccc(-n2ncc3c2CCCC3NC(=O)CCN2CCCO2)c1C (stereo not given)
17.4%,C/C(=N\O)C(C)(C)Nc1ccc(Br)cc1
-1.0%,CCn1ccc(C(=O)N2CCC3(CCCCO3)CC2)n1
35.5µM*,Cc1ccc(CNC(=O)c2noc(-c3ccc4c(c3)OCO4)n2)cc1
5.7%,CC1(c2noc(C3CC3)n2)CCN(C(=O)CCc2nc3ccc(Cl)cc3[nH]2)CC1
-8.9%,O=C1CC(NS(=O)(=O)N2CCCC2)CN1CCc1ccccc1 (stereo not given)
-23.0%[86.2 µM],C[C@@H](NC(=O)c1ccc2c(c1)OCO2)c1onc(-c2ccc(Cl)cc2)c1C(=O)O
-8.8%[86.2 µM],CC[C@H]1CN(C(=O)NC2CCCCC2)CC[C@H]1CC(=O)NCc1ccco1
-13.3%,Cn1c(=O)[nH]c(=O)c2c1nc(N)n2CC(O)COc1ccc(Cl)cc1 (stereo not given)

(continued)
KDM5B inh,structure
28.2µM*,Cc1cccc(C(=O)NCc2nnc3cc(-c4nc(C(C)C)no4)ccn23)c1
-10.9%,COc1ccc(/C=C/c2onc(C)c2S(=O)(=O)N2CCC(C(=O)N3CCC(C)CC3)CC2)cc1
-6.7%,COc1cc(/C=N/OC(=O)c2ccc(C(F)(F)F)cc2)ccc1OCc1ccccc1
-9.6%,COc1cccc(N2CCN(C(=O)Cn3ncc4c3-c3ccccc3OC4)CC2)c1
-15.3%,COc1ccc(N(C)C(=O)c2cc3c(s2)-c2ccccc2OC3)cc1
-7.8%,COc1cccc(NS(=O)(=O)c2ccc3[nH]cc(C(=O)NCCc4ccccc4)c(=O)c3c2)c1
10.7%,CCc1ccc(NC(=O)c2nc3ccccc3nc2N2CCCC2)cc1
-11.3%,CC(=O)c1ccc(OCC(C)C)c(CN2CCCCC2)c1
-10.3%,COc1ccc(OC)c(/C=C2\N=C(SC)SC2=O)c1
16.0%,Cc1cccc(NC(=O)C(=O)NCC(c2cccnc2)N2CCc3ccccc3C2)c1C (stereo not given)
-17.4%,Cc1cc(N2CCN(S(=O)(=O)c3ccc(Br)cc3Cl)CC2)nc(C(C)C)n1
-13.6%[86.2 µM],Cc1ccc(NC(=O)N[C@H]2C[C@@](O)(C(=O)N[C@H](C)C(N)=O)C[C@@H](O)[C@@H]2O)cc1
7.7%,N#Cc1ccccc1COC(=O)c1ccc(Cl)cc1
6.7%,Cc1ccc(Cn2ccn(Cc3ccc(C)cc3)c(=O)c2=O)cc1
19.3%[149 µM],O=C(c1ccccc1F)N1CCCC2(CC(c3ccccn3)=NO2)C1 (stereo not given)
-1.0%,COc1ccc(Cn2c(C(=O)O)c(CNC3CCCCC3)c3ccc(C)cc32)cc1
9.3%,CCN1CCN(C(=O)c2cccc(OC3CCN(S(C)(=O)=O)CC3)c2)[C@@H](C)C1=O
-17.2%,COCCNC(=O)C[C@@H]1c2nc(NC(=O)c3ccnc(Cl)c3)sc2C[C@@H]2[C@](C)(CO)[C@H](O)CC[C@]21C
3.5%&2.1%,O=C(COc1ccc(F)cc1)OCc1cc(=O)n2nc(C3CC3)sc2n1
?,COc1ccc(C)c2sc(N3CCN(C(=O)c4ccco4)CC3)nc12
